E-sel inducer – E-selectin induction in HUVECs, primary screen, imaging, HUVEC, immunofluorescence imaging, single point. P16581. normalized: neutral wells 0, TNF-alpha wells 100. activation, % at 7.58 µM. 0.37% of 260,000 active. AID 686992, 2013;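 active means mean E-selectin-positive cell signal at least 10% of the positive control, reached in at least 60% of replicates, without over 20% cell loss; inconclusive means no rule given, readout overlaps actives, possibly toxicity-flagged; inactive means the rest, including those meeting only one limit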;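 further: in these data hits start at about 27%; measured in HUVEC primary endothelial cells; signal is the percent of cells scored E-selectin positive by PE staining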
Target sequence (P16581 whole entry, looked up): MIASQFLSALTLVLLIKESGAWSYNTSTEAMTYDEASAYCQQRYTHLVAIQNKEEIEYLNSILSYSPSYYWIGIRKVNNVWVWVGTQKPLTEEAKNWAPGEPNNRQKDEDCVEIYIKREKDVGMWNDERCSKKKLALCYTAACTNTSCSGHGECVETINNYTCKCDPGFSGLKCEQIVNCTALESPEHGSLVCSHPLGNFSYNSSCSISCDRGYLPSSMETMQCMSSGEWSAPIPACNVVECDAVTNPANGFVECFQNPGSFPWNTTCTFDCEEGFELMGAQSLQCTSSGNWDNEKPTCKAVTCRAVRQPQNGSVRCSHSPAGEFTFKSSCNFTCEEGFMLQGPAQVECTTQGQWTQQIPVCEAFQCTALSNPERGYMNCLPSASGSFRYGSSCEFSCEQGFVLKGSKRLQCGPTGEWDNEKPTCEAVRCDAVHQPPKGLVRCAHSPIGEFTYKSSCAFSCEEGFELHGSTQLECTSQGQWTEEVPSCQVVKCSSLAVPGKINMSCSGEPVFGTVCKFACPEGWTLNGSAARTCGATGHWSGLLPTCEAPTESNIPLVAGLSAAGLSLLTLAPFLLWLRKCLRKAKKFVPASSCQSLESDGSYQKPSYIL
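assay system = HUVEC, human umbilical vein endothelial cells | input = 3,000 HUVEC seeded per well | medium = EGM-2 growth medium on 0.1% gelatin-coated wells | dosing = one compound dose added by pin transfer | signal = immunofluorescence imaging | read-out basis = % PE-positive cells | control set = TNF-alpha, DMSO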
RAD54 inh – inhibitors of human RAD54 branch migration, primary screen, biochemical, fluorescence, single point | inhibition, % at 10.4 µM | RAD54 Holliday junction branch migration, FAM/BHQ fluorescence | AID 602329, 2012 | 0.14% of 360,000 active | DNA repair and recombination protein RAD54-like (Homo sapiens), Q92698;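 active means mean normalized replicate activity at least 40 and at least half of replicates scoring 40 or more; inconclusive means only one of the two criteria met; inactive means mean below 40 and under half of replicates reaching 40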;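 further: 0% = median of neutral control wells and 100% = median of positive control wells; inhibitors cause a drop in the FAM fluorescence signal; in these data hits start at about 50%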
S100A4 MyoIIA – inhibitors of S100A4-myosin IIA peptide binding, primary screen, biochemical, fluorescence polarization, TAMRA-MyoIIA peptide; Protein S100-A4 (Homo sapiens), P26447; inhibition, % at 10.7 µM; 0.14% of 360,000 active; AID 652163, 2013;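 active means mean inhibition of at least 70% across replicates, with every replicate also reaching that level; inconclusive means mean inhibition reaches 70% but some replicates fall short; inactive means mean inhibition below 70%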
Target sequence (P26447 whole entry, looked up): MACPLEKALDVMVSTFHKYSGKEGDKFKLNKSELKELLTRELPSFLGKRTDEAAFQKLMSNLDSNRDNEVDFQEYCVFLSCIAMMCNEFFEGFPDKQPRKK
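Material: S100A4 monomer protein | Medium: HEPES pH 7.2 with CaCl2, KCl, NaCl, DTT, Triton | Reagent: Labelled myosin peptide probe, 5 nM | Doses: One dose per compound | Times: 5 min incubation before reading | Benchmarks: Neutral control DMSO, positive control TFP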
ERAP1 HTS inh – human ERAP1 aminopeptidase inhibitors, primary screen, biochemical, single point, plate reader; Endoplasmic reticulum aminopeptidase 1 (Homo sapiens), Q9NZ08; recombinant ERAP1, Leu-AMC fluorescence, 60 min; inhibition, % at 10.7 µM; 0.15% of 340,000 active;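 active means mean replicate inhibition of at least 30%, or all replicates individually reaching that 30% level; inactive means mean below 30% and not every replicate reaching it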;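 further: 0% = neutral control wells and 100% = L-leucinethiol positive control wells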
Xi reactivation – activators of inactive X chromosome reactivation, primary screen, imaging, XiGFP fibroblasts, GFP high-content imaging, set 2; XiGFP mouse fibroblasts, % GFP-positive cells imaging, 3 d; cells co-treated with 5-aza-dC sensitizer; scaled so ellipticine positive control = 100%; AID 743238, 2013; activation, % at 7.58 µM; 0.055% of 360,000 active;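 active means mean normalized replicate activation at least 10% and every replicate at or above 10%; inconclusive means only one of the two criteria met; inactive means mean below 10% and not all replicates reach 10%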;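 further: 0% = median of on-plate neutral control wells and 100% = ellipticine 6 µM median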
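Schedule: 3 d treatment, 15 min room-temperature fixation; system: 68-5-11 XiGFP fibroblast line; buffer or medium: DMEM plus 5-aza-dC sensitizer; control set: ellipticine 6 µM positive control; compound: one concentration, pinned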
RAD52 inh – RAD52 DNA annealing inhibitors, primary screen, biochemical, FRET, single point, set 2. inhibition, % at 18.7 µM. recombinant RAD52 DNA annealing, FRET fluorescence. DNA repair protein RAD52 homolog (Homo sapiens), P43351. AID 651710, 2012. 0.46% of 360,000 active;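 active means every replicate showing at least 50% inhibition; inconclusive means mean inhibition at least 50% but not in every replicate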
esBAF inh – Bmi1 luciferase reporter increase in mESCs, primary screen, esBAF inhibitor project, mouse ES cells, Bmi1 luciferase knock-in, single point. 24 h; 100% = twice the neutral-well signal. reporter increase, % at 12.5 µM. 2% of 350,000 active; in the data active means activation above about 40%; inconclusive means no clear call, values can overlap the other calls;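 further: 0% = median of the plate's neutral control wells and 100% = double that signal; a rise in the Bmi1 reporter signal indicates esBAF inhibition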
ERp5 inh – inhibitors of ERp5-driven insulin aggregation, primary screen, biochemical, turbidity, absorbance 650 nm, single point; 90 min; 0.05% of 350,000 active; inhibition, % at 9.99 µM;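 active means mean replicate inhibition above about 25%, with every replicate also reaching it, limit read from the data, passing the limit was not always enough; inconclusive means only one of those two criteria met; inactive means neither criterion met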
An asterisk follows results filed as active; & = joins results of further samples.

Start of the data: the first two records as a preview:
How did CC1(C)Cc2c(c(N3CCOCC3)nc3sc4c(NCC5CCCO5)nnnc4c23)CS1 (centres undefined) do in these assays?
E-sel inducer: 0.0; RAD54 inh: -30; S100A4 MyoIIA: -3; ERAP1 HTS inh: -2; Xi reactivation: -0.1; RAD52 inh: -10; esBAF inh: -4; ERp5 inh: 6

What do the screens show for `CCOc1ccc(NC(=O)c2ccc(NC(=O)C3CCCO3)cc2)cc1` (centres undefined)?
RAD54 inh: 4; S100A4 MyoIIA: -4; ERAP1 HTS inh: 3; Xi reactivation: 0.0; RAD52 inh: -12; esBAF inh: -1; ERp5 inh: 2

The list itself, repeating the preview:
How did CC1(C)Cc2c(c(N3CCOCC3)nc3sc4c(NCC5CCCO5)nnnc4c23)CS1 (centres undefined) do in these assays?
E-sel inducer: 0.0; RAD54 inh: -30; S100A4 MyoIIA: -3; ERAP1 HTS inh: -2; Xi reactivation: -0.1; RAD52 inh: -10; esBAF inh: -4; ERp5 inh: 6

What do the screens show for `CCOc1ccc(NC(=O)c2ccc(NC(=O)C3CCCO3)cc2)cc1` (centres undefined)?
RAD54 inh: 4; S100A4 MyoIIA: -4; ERAP1 HTS inh: 3; Xi reactivation: 0.0; RAD52 inh: -12; esBAF inh: -1; ERp5 inh: 2

What do the screens show for `C[C@@H]1CCCCO[C@H](CN(C)Cc2ccc(Cl)c(Cl)c2)[C@@H](C)CN([C@@H](C)CO)C(=O)c2cc(NC(=O)Nc3ccc(F)cc3)ccc2O1`?
E-sel inducer: 0.1; RAD54 inh: -2; S100A4 MyoIIA: 10; ERAP1 HTS inh: 5; Xi reactivation: 0.1; RAD52 inh: -17; esBAF inh: -5; ERp5 inh: -5

What do the screens show for `O=C(c1cccnc1)N1CC2(C1)[C@@H](c1ccccc1)[C@@H](CO)N2Cc1ccncc1`?
E-sel inducer: 0.2; S100A4 MyoIIA: -13; ERAP1 HTS inh: 0; Xi reactivation: 0.2; RAD52 inh: 7; ERp5 inh: 0

How did CCO[C@H]1OC(C(=O)O)=C[C@@H](c2ccc3c(c2)OCO3)[C@@H]1CCCO do in these assays?
E-sel inducer: 0.6; RAD54 inh: 0&-4; S100A4 MyoIIA: -15&14; ERAP1 HTS inh: -3&17; Xi reactivation: 0.1; RAD52 inh: 7&-1; esBAF inh: -4; ERp5 inh: -2&0

How did O=C(C[C@@H]1CC[C@@H](NS(=O)(=O)c2ccccc2)[C@H](CO)O1)NCc1ccncn1 do in these assays?
E-sel inducer: -1.2; RAD54 inh: 0; S100A4 MyoIIA: 5; ERAP1 HTS inh: 0; Xi reactivation: -0.1; RAD52 inh: 7; esBAF inh: 5; ERp5 inh: inconclusive

How did Cc1ccccc1NC(=O)NC1CCS(=O)(=O)C1 (centres undefined) do in these assays?
RAD54 inh: 3; S100A4 MyoIIA: -1; ERAP1 HTS inh: 0; Xi reactivation: 0.5; RAD52 inh: -16; esBAF inh: -3; ERp5 inh: -4

Results for COc1ccccc1NC(=O)c1ccccc1C(=O)Nc1ccccc1OC ?
E-sel inducer: 0.3; RAD54 inh: 5; S100A4 MyoIIA: 0; ERAP1 HTS inh: 1; Xi reactivation: 0.5; RAD52 inh: -7; esBAF inh: 2; ERp5 inh: 2

What do the screens show for `CCC(C)Nc1c2c(nc3c(-c4ccccc4)c(C)nn13)CCC2` (centres undefined)?
RAD54 inh: -11; S100A4 MyoIIA: 12; ERAP1 HTS inh: 4; RAD52 inh: -7; esBAF inh: -6; ERp5 inh: 3

What do the screens show for `Cc1cc(=O)nc2c3ccccc3n(CC(=O)NC(C)c3ccc4c(c3)OCCO4)n12` (centres undefined)?
E-sel inducer: 1.2; S100A4 MyoIIA: -2; ERAP1 HTS inh: -5; Xi reactivation: 0.0; RAD52 inh: -16; ERp5 inh: -1

Results for Cc1cc(C)n2nc(C(=O)OCC(=O)NNC(=O)c3ccc(Cl)cc3)nc2n1 ?
E-sel inducer: 1.6; RAD54 inh: -9; S100A4 MyoIIA: 4; ERAP1 HTS inh: 0; Xi reactivation: 0.0; RAD52 inh: -9; esBAF inh: -2; ERp5 inh: -9

How did C/C(Cc1ccccc1)=N\NC(=O)CNC(=O)c1ccccc1O do in these assays?
E-sel inducer: -0.7; RAD54 inh: 3; S100A4 MyoIIA: 1; Xi reactivation: -0.4; RAD52 inh: -2; esBAF inh: 0; ERp5 inh: 4

Results for Cc1nnc(NC(=O)c2ccc(S(=O)(=O)N3CC(C)CC(C)C3)cc2)o1 (centres undefined) ?
E-sel inducer: 0.3; RAD54 inh: 7; S100A4 MyoIIA: -3; ERAP1 HTS inh: -4; Xi reactivation: 0.0; RAD52 inh: -8; esBAF inh: -5; ERp5 inh: 0

Results for Clc1ccc(-c2cn(-c3ccc(Cl)cc3)c3[n+]2CCCCC3)cc1 ?
E-sel inducer: -0.2; S100A4 MyoIIA: -12; ERAP1 HTS inh: 3; Xi reactivation: 0.0; RAD52 inh: -9; ERp5 inh: 4

Results for COc1cccc(NC(=S)N2CCCC2c2ccc(OC)c(OC)c2)c1 (centres undefined) ?
RAD54 inh: -9; S100A4 MyoIIA: -1; ERAP1 HTS inh: 4; Xi reactivation: 0.0; RAD52 inh: 0; esBAF inh: 31; ERp5 inh: -8

What do the screens show for `COc1ccccc1N1CCCSC1=Nc1ccccc1`?
E-sel inducer: 3.2; RAD54 inh: 1; S100A4 MyoIIA: 24; ERAP1 HTS inh: -3; Xi reactivation: 0.3; RAD52 inh: -9; esBAF inh: -5; ERp5 inh: -4

Results for NC(=O)c1ccc(NC(=O)CNc2cc(S(=O)(=O)N3CCOCC3)ccc2N2CCCC2)cc1 ?
RAD54 inh: 5; S100A4 MyoIIA: -2; ERAP1 HTS inh: 4; Xi reactivation: 0.0; RAD52 inh: -9; esBAF inh: -4; ERp5 inh: 12

Results for Cc1ccc([C@H]2C[C@@H](n3cc(COC(=O)c4ccccc4)nn3)[C@H](O)CN2CC2CCCCC2)cc1 ?
E-sel inducer: 0.1; RAD54 inh: 2; S100A4 MyoIIA: 10; ERAP1 HTS inh: 13; Xi reactivation: 0.2; RAD52 inh: -11; esBAF inh: 0; ERp5 inh: 0

What do the screens show for `Cc1ccc(C)c(OCC(=O)N2CCN(c3ncccn3)CC2)c1`?
RAD54 inh: -1; S100A4 MyoIIA: -1; ERAP1 HTS inh: 4; Xi reactivation: 0.0; RAD52 inh: -3; esBAF inh: -1; ERp5 inh: 4

What do the screens show for `COc1cccc(CNc2nc3cc(-c4ccsc4)sc3c(=O)n2C)c1OC`?
E-sel inducer: 0.0; RAD54 inh: 1; S100A4 MyoIIA: -1; ERAP1 HTS inh: 8; Xi reactivation: -0.1; RAD52 inh: -15; esBAF inh: 1; ERp5 inh: 5

How did O=C(COc1ccc(-c2ccccc2)cc1)NNC(=O)Nc1ccc(F)cc1F do in these assays?
E-sel inducer: -0.2; RAD54 inh: 2; S100A4 MyoIIA: 1; ERAP1 HTS inh: -1; Xi reactivation: 0.1; RAD52 inh: 2; ERp5 inh: 5

What do the screens show for `CCOc1ccc(S(=O)(=O)N2CCCC(C(=O)NCc3ccncc3)C2)cc1C` (centres undefined)?
RAD54 inh: 1; S100A4 MyoIIA: -3; ERAP1 HTS inh: 1; Xi reactivation: 0.1; RAD52 inh: -6; esBAF inh: 0; ERp5 inh: 3

Results for CCOC(=O)c1ccc(-n2cc(C(=O)c3cccnc3)nn2)cc1 ?
E-sel inducer: 0.0; RAD54 inh: -9; S100A4 MyoIIA: -2; ERAP1 HTS inh: -4; Xi reactivation: 0.0; RAD52 inh: -9; esBAF inh: 35; ERp5 inh: 3

Results for C[C@@H]1CN([C@@H](C)CO)S(=O)(=O)c2ccc(-c3ccccc3F)cc2O[C@@H]1CN(C)Cc1ccncc1 ?
E-sel inducer: -0.2; RAD54 inh: -5; S100A4 MyoIIA: 6; ERAP1 HTS inh: -1; Xi reactivation: -0.2; RAD52 inh: 22; esBAF inh: -2; ERp5 inh: 2

How did COc1cccc(CC2(CO)CCCN(Cc3ccccc3Cl)C2)c1 (centres undefined) do in these assays?
RAD54 inh: 2; S100A4 MyoIIA: -7; ERAP1 HTS inh: -2; Xi reactivation: 0.0; RAD52 inh: -39; esBAF inh: -10; ERp5 inh: 1

Results for C[C@H]1CN([C@@H](C)CO)C(=O)CCCn2cc(nn2)CO[C@@H]1CN(C)C(=O)Nc1ccc(C(F)(F)F)cc1 ?
E-sel inducer: -0.3&0.1; RAD54 inh: 1; S100A4 MyoIIA: -3&15; ERAP1 HTS inh: -10&-2; Xi reactivation: -0.2&-0.1; RAD52 inh: -6&-6; esBAF inh: 0&0&4; ERp5 inh: -3&0

Results for CCC1(CC)C(=O)C2=C3C1[C@H](C(=O)OC)C=C(C(=O)OC)C[C@H]3[C@H]1C(=O)N(Cc3ccccc3)C(=O)[C@H]1[C@H]2C (some centres undefined) ?
E-sel inducer: -0.4; RAD54 inh: -8; S100A4 MyoIIA: 36; Xi reactivation: 0.0; RAD52 inh: -18; esBAF inh: -7; ERp5 inh: -1

What do the screens show for `CCOc1ccc(N2C(=O)CC(N3CCN(c4ccc([N+](=O)[O-])cc4)CC3)C2=O)cc1` (centres undefined)?
E-sel inducer: 0.3; RAD54 inh: -4; S100A4 MyoIIA: -3; ERAP1 HTS inh: 4; Xi reactivation: 0.0; RAD52 inh: -8; esBAF inh: -6; ERp5 inh: 3

What do the screens show for `Cc1csc2nc(CNS(=O)(=O)c3cccnc3)cn12`?
RAD54 inh: 7; S100A4 MyoIIA: 1; ERAP1 HTS inh: 4; RAD52 inh: 12; esBAF inh: 7; ERp5 inh: -2

What do the screens show for `CN(Cc1c(F)cccc1Cl)C(=O)c1ccc(NC(=O)CC2SC(N3CCCC3)=NC2=O)cc1` (centres undefined)?
RAD54 inh: -3; S100A4 MyoIIA: 5; ERAP1 HTS inh: -2; Xi reactivation: 0.5; RAD52 inh: 1; esBAF inh: 11; ERp5 inh: 3

How did COCc1cn(CC[C@H]2CC[C@@H](NC(=O)Cc3cccnc3)[C@@H](CO)O2)nn1 do in these assays?
E-sel inducer: -0.3; RAD54 inh: -2; S100A4 MyoIIA: 8; Xi reactivation: -0.1; RAD52 inh: 3; esBAF inh: 2; ERp5 inh: 2

High-throughput results (PubChem BioAssay)
